High-throughput results from PubChem BioAssay.
IL-1B inflam inh: inhibitors of inflammasome signaling (IL-1 beta secretion); THP-1 LPS/ATP IL-1B secretion, AlphaLISA, 16 h; stronger effect = lower value; activity change, % at 57.5 µM; hit rate 4.7% among 360,000; AID 743279; in the data active = activity change below about -50%; inconclusive = mostly about -30% to -49%; note: % is set by controls: 0 for no effect and ±100 for the full control effect
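THP-1 cells pretreated 1 hr with compounds (up to 57.5 uM final), then stimulated with LPS (250 ng/mL final) plus ATP (1.25 mM final); secreted IL-1B measured by AlphaLISA after 16 hr, decreased signal indicating inhibition.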
ATXN2 expr inh: ATXN2 expression inhibition; hit rate 0.72% among 360,000; AID 1745845; Potency, µM (top dose mostly 57 µM), inactives show top-dose activity change, negative = inhibition, hits mostly inhibitors; HEK-293 ATXN2-luciferase reporter, luminescence, 24 h; note: potency is the fitted concentration of half-maximal effect; % is set by controls: 0 for no effect and ±100 for the full control effect; nearly all actives have a fitted effect of over 55% in size
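ATXN2-luciferase reporter cells (luciferase flanked by upstream and downstream ATXN2 gene portions) were treated 24 h at 37 °C with compounds at up to 57 uM. SteadyGlo luminescence gave expression; GF-AFC fluorescence gave viability.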
Nrf2 ARE act: Nrf2 pathway activation; AREc32 ARE-luciferase reporter (MCF7-derived line), luminescence, 24 h; Potency, µM (top dose mostly 46.1 µM), without a hit: top-dose activation, hits mostly activators; hit rate 0.31% among 410,000; note: potency is the fitted concentration of half-maximal effect; % of control where 0% means no effect; nearly all actives have a fitted effect of over 65% in size
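Each well held 1000 AREc32 cells, which were incubated with compound for 24 hr at 37 deg C after overnight attachment, and ARE reporter activity was quantified by firefly luciferase luminescence.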
MCF10A rereplic: DNA re-replication induction in MCF 10a cells | Potency, µM (titrated, usually from 46.1 µM), inactives show at the top dose activity, positive = re-replication, most hits filed as activators | MCF 10A DNA re-replication, Hoechst nuclear intensity, 48 h | hit rate 2.9% among 350,000 | AID 624296; note: potency is the fitted concentration of half-maximal effect; % of control where 0% means no effect; nearly all actives have a fitted effect of over 50% in size
TGFb inhibitor: blocks TGF-b signaling | HepG2 CAGA-GFP TGF-b/SMAD3 reporter, GFP fluorescence, 18 h; TGF-beta stimulated, 500 pg/mL final | Potency, µM (series often up to 46.1 µM), for inactives: top-dose activity, negative = inhibition, actives largely listed as inhibitors | hit rate 1.2% among 410,000 | AID 588855; note: potency is the fitted concentration of half-maximal effect; % is set by controls: 0 for no effect and ±100 for the full control effect; nearly all actives have a fitted effect of over 65% in size
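HEPG2 CAGA-GFP reporter cells (1000/well, DMEM with 1% FBS) received compounds, then recombinant TGF-beta at 500 pg/mL final for 18 hours at 37 degrees C. Per-cell GFP summed per well was normalised to unstimulated and stimulated DMSO controls before curve fitting.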
HepG2 viability: counter-screen for TGF-b inhibitors: cytotoxicity in HepG2 cells; HepG2 CAGA-GFP viability, ATP luminescence, 18 h; Potency, µM (titrated, usually from 46.1 µM), for the others: at the highest dose activity change, negative = cytotoxicity, actives largely listed as cytotoxic; hit rate 0.76% among 410,000; AID 588856; note: potency is the fitted concentration of half-maximal effect; some results filed as inactive show a strong effect at the top dose
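CellTiter-Glo luminescence gave cytotoxicity after 18 hours at 37 degrees C. The cells were HepG2 CAGA-GFP in 1% FBS DMEM, stimulated with 500 pg/mL TGF-beta after compound addition. %Activity was normalised to no-cell wells (complete cell-killing) and DMSO (no toxicity), and curves were fitted and classified.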
A549 viability: counter-screen for Nrf2 inhibitors: cytotoxicity in A549 cells; A549 ARE-Fluc cells, CellTiter-Fluor viability, 18-24 h; Potency, µM (highest dose often 46 µM), without a hit: at the highest dose activity change, negative = cytotoxicity, actives largely listed as inhibitors; hit rate 0.16% among 390,000; AID 504648; note: potency is the fitted concentration of half-maximal effect; % is set by controls: 0 for no effect and ±100 for the full control effect
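Cytotoxicity counterscreen: CellTiter-Fluor fluorescence was measured in A549 ARE_Fluc cells after 18-24 h of compound exposure in a concentration series. The subsequent BugLite luminescent read reports ARE-luciferase activity.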
ATXN viability: cell viability loss in ATXN counter-screen; Potency, µM (series often up to 56.7 µM), usual class: cytotoxic; S2 cells (HEK-293 line with an ATXN2-luciferase reporter) viability, CellTiter-Fluor protease fluorescence, 24 h; AID 651635; hit rate 0.49% among 400,000; note: potency is the fitted concentration of half-maximal effect; nearly all actives have a fitted effect of over 40% in size
Nrf2 inh: inhibitors of Nrf2 signaling; A549 ARE-Fluc reporter, luciferase luminescence, 18-24 h; hit rate 2.1% among 360,000; Potency, µM (top dose mostly 46 µM), for the others: at the top dose activity change, negative = inhibition, most hits filed as inhibitors; note: potency is the fitted concentration of half-maximal effect; % is set by controls: 0 for no effect and ±100 for the full control effect; nearly all actives have a fitted effect of over 60% in size
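Quantitative HTS in A549 cells stably bearing an antioxidant response element-firefly luciferase construct. Inhibition of Nrf2-driven transcription was scored by luminescence after 18-24 h of compound exposure at 37 °C.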
* marks the source's active call; other numbers are inactive results; [ ] = dose if it differs, or a comment. Unless noted, calls come from the whole dose curve; as a rule, active = well fitted curve in the direction sought with a large enough effect; inconclusive = small, poorly fitted or top-dose-only effect, or another doubt; inactive = no such curve, though single readings can be large; an effect the other way counts as inactive or inconclusive.

Results for O=C(CCCN1C(=O)S/C(=C/C=C/c2ccccc2)C1=O)Nc1ccc(C(=O)O)cc1 ?
IL-1B inflam inh: -9; ATXN2 expr inh: 1%; Nrf2 ARE act: -0.1%; MCF10A rereplic: 1%; TGFb inhibitor: -2%; HepG2 viability: -20%; A549 viability: 0%; ATXN viability: inactive; Nrf2 inh: 5%

How did COC(=O)CC1(C(=O)OC)Nc2cc(Cl)c(Cl)cc2S(=O)(=O)N1O (stereo not given) do in these assays?
IL-1B inflam inh: -17; Nrf2 ARE act: -0.3%; TGFb inhibitor: -4%; HepG2 viability: -34%; ATXN viability: inactive

How did Fc1ccc(OCc2nc(-c3ccc(Br)o3)no2)c(F)c1 do in these assays?
IL-1B inflam inh: -20; ATXN2 expr inh: 44%[activator]; Nrf2 ARE act: 3.4%; MCF10A rereplic: 5%; TGFb inhibitor: -14%; HepG2 viability: -23%; A549 viability: 7%; ATXN viability: inactive; Nrf2 inh: inconclusive

Results for COCCNC(=O)C1(C)CCN(Cc2ccc3ccccc3c2Br)C1 (stereo not given) ?
IL-1B inflam inh: 35; ATXN2 expr inh: -17%; Nrf2 ARE act: 3.7%; TGFb inhibitor: -7%; HepG2 viability: -27%; ATXN viability: inactive

Results for Cc1ccc(-n2nc3c(N4CCC(C(=O)NCc5cccc(F)c5)CC4)nnc(C)c3c2C)cc1 ?
IL-1B inflam inh: inconclusive; Nrf2 ARE act: 2.9%; MCF10A rereplic: 4%; TGFb inhibitor: 16µM*; HepG2 viability: -95%; A549 viability: 1%; ATXN viability: inconclusive; Nrf2 inh: 16%

How did CCC(C)(C)NC(=O)C(c1ccccn1)N(C(=O)c1csnn1)c1ccccc1 (stereo not given) do in these assays?
IL-1B inflam inh: 9; ATXN2 expr inh: -14%; Nrf2 ARE act: -0.3%; MCF10A rereplic: 8%; TGFb inhibitor: -20%; HepG2 viability: -51%; A549 viability: 3%; ATXN viability: inactive; Nrf2 inh: 19%

How did COCCn1cnc2c1c(=O)n(Cc1ccc(Br)cc1)c(=O)n2Cc1ccccc1 do in these assays?
IL-1B inflam inh: -61*; ATXN2 expr inh: -14%; Nrf2 ARE act: 2.5%; MCF10A rereplic: inconclusive; TGFb inhibitor: 1%; HepG2 viability: -2%; A549 viability: 8%; ATXN viability: inactive; Nrf2 inh: inconclusive

What do the screens show for `O=C(NNC(=O)c1cc2cc(OC(F)(F)F)ccc2[nH]1)c1ccc(Cl)cc1`?
IL-1B inflam inh: -11; ATXN2 expr inh: -1%; Nrf2 ARE act: 0.1%; MCF10A rereplic: 1%; TGFb inhibitor: 0%; HepG2 viability: -74%; A549 viability: 1%; ATXN viability: inactive; Nrf2 inh: 16%

Results for CN(C(=O)c1ccc(NC(=O)Cc2cccc([N+](=O)[O-])c2)cc1)C1CCCC1 ?
IL-1B inflam inh: inconclusive; ATXN2 expr inh: -11%; Nrf2 ARE act: 0.1%; MCF10A rereplic: -1%; TGFb inhibitor: inconclusive; HepG2 viability: 11%; A549 viability: 0%; ATXN viability: inconclusive; Nrf2 inh: inconclusive

How did CN(C)c1ccc(NC(=O)Cn2cc3c(n2)CCCC3)cc1 do in these assays?
IL-1B inflam inh: 0; ATXN2 expr inh: 39%[activator]; Nrf2 ARE act: -1.1%; MCF10A rereplic: 13%; TGFb inhibitor: -17%; HepG2 viability: -31%; A549 viability: 6%; ATXN viability: inactive; Nrf2 inh: 24%

Results for Cc1csc(NC(=O)CSc2nc3[nH]ncc3c(=O)[nH]2)n1 ?
IL-1B inflam inh: 4; Nrf2 ARE act: -0.3%; MCF10A rereplic: -9%; TGFb inhibitor: -3%; HepG2 viability: 20%; A549 viability: 1%; ATXN viability: inactive; Nrf2 inh: 6%

How did Oc1cc(CNC2CCCCC2)c(O)cc1CNC1CCCCC1 do in these assays?
IL-1B inflam inh: -19; ATXN2 expr inh: -6%; Nrf2 ARE act: 0.6%; MCF10A rereplic: -12%; TGFb inhibitor: -2%; HepG2 viability: -8%; A549 viability: -2%; ATXN viability: inconclusive; Nrf2 inh: 2%

Results for COc1cccc(-n2c(SCC(=O)N3CCOCC3)nnc2-c2c[nH]c3ccccc23)c1 ?
IL-1B inflam inh: -24; ATXN2 expr inh: 0%; Nrf2 ARE act: 1.5%; MCF10A rereplic: 8%; TGFb inhibitor: 4%; HepG2 viability: -20%; A549 viability: 0%; ATXN viability: inactive; Nrf2 inh: 0%

What do the screens show for `O=CNNC(=O)c1cccc([N+](=O)[O-])c1`?
IL-1B inflam inh: 38; ATXN2 expr inh: -3%; Nrf2 ARE act: 2.3%; MCF10A rereplic: 0%; TGFb inhibitor: 0%; HepG2 viability: -27%; A549 viability: 0%; ATXN viability: inactive; Nrf2 inh: -10%

What do the screens show for `CC(=O)Nc1ccc(-c2nnn(CC(=O)c3ccccc3)n2)cc1Cl`?
IL-1B inflam inh: -3; ATXN2 expr inh: 5%; Nrf2 ARE act: 0.3%; MCF10A rereplic: -1%; TGFb inhibitor: -5%; HepG2 viability: 1%; A549 viability: -12%; ATXN viability: inactive; Nrf2 inh: -20%

How did O=[N+]([O-])c1cccc(/C=C/c2nc(C=Nc3ccc4ccccc4c3)c(O)o2)c1 do in these assays?
IL-1B inflam inh: 18; ATXN2 expr inh: -30%; Nrf2 ARE act: 1.7%; MCF10A rereplic: 22%; TGFb inhibitor: 23%; HepG2 viability: -4%; A549 viability: 6%; ATXN viability: inactive; Nrf2 inh: 11%

How did N#CCCN(Cc1ccccc1)C(C(=O)NC1CCCCC1)c1ccnc2ccccc12 (stereo not given) do in these assays?
IL-1B inflam inh: inconclusive; ATXN2 expr inh: 1%; Nrf2 ARE act: 3.9%; TGFb inhibitor: inconclusive; HepG2 viability: -13%; ATXN viability: inconclusive

Results for NC(=O)[C@@H]1CCCN1C(=O)c1cc(COc2ccc3c(c2)CCCC3)on1 ?
IL-1B inflam inh: 10; ATXN2 expr inh: 58%[activator]; Nrf2 ARE act: 1.6%; MCF10A rereplic: 4%; TGFb inhibitor: 0%; HepG2 viability: -9%; A549 viability: -5%; ATXN viability: inconclusive; Nrf2 inh: 29%

How did CCS(=O)(=O)c1ncc(Cl)c(C(=O)Nc2ccccc2OC)n1 do in these assays?
IL-1B inflam inh: -94*; ATXN2 expr inh: inconclusive; Nrf2 ARE act: 27%; MCF10A rereplic: 2.3µM*; TGFb inhibitor: 3.5µM*; HepG2 viability: -29%; A549 viability: -16%; Nrf2 inh: inconclusive

How did O=C(CN(Cc1ccccc1)C1=NCCS1)c1ccccc1 do in these assays?
IL-1B inflam inh: -7; ATXN2 expr inh: -4%; Nrf2 ARE act: -0.5%; MCF10A rereplic: 1%; TGFb inhibitor: -4%; HepG2 viability: -1%; A549 viability: 0%; ATXN viability: inactive; Nrf2 inh: 1%

How did Cc1ccc(S(=O)(=O)C(C#N)=C2N(C)c3ccccc3N2C)cc1 do in these assays?
IL-1B inflam inh: 28; ATXN2 expr inh: -5%; Nrf2 ARE act: -0.3%; MCF10A rereplic: 2%; TGFb inhibitor: 9%; HepG2 viability: 11%; A549 viability: 5%; ATXN viability: inactive; Nrf2 inh: -9%

How did Nc1ccc(C(=O)C(=O)c2ccc(N)cc2)cc1 do in these assays?
IL-1B inflam inh: -30; Nrf2 ARE act: 0.1%; MCF10A rereplic: -1%; TGFb inhibitor: -13%; HepG2 viability: -10%; A549 viability: 4%; ATXN viability: inactive; Nrf2 inh: 11%

What do the screens show for `CN1[C@@H](Cc2ccccc2)COc2cc(N3CCSCC3)ccc2S1(=O)=O`?
IL-1B inflam inh: -12; ATXN2 expr inh: -9%; Nrf2 ARE act: -0.9%; ATXN viability: inactive

Results for O=c1c(N2CCN(c3ccc(F)cc3)CC2)csc2ccc(F)cc12 ?
ATXN2 expr inh: -17%; Nrf2 ARE act: 0.3%; TGFb inhibitor: -18%; HepG2 viability: -22%; A549 viability: -14%; ATXN viability: inactive

Results for C/C(CCc1ccc2c(c1)OCO2)=N\NC(=O)c1ccccc1Br ?
IL-1B inflam inh: -2; ATXN2 expr inh: 5%; Nrf2 ARE act: 0.5%; MCF10A rereplic: inconclusive; TGFb inhibitor: -2%; HepG2 viability: -12%; A549 viability: -3%; ATXN viability: inactive; Nrf2 inh: 7%

What do the screens show for `CCOc1nc(C#N)nc(N(c2ccccc2)c2ccccc2)n1`?
TGFb inhibitor: 3%; HepG2 viability: 2%; A549 viability: -5%; Nrf2 inh: -9%

What do the screens show for `O=C(NCCc1csc(-c2ccc(C(F)(F)F)cc2)n1)c1ccccc1Cl`?
Nrf2 ARE act: 3.9%; TGFb inhibitor: 0%; HepG2 viability: -28%; A549 viability: 0%

What do the screens show for `Cc1ccc(NC2Sc3ccccc3NC2=O)cc1` (stereo not given)?
IL-1B inflam inh: 25; ATXN2 expr inh: inconclusive; Nrf2 ARE act: -0.1%; MCF10A rereplic: 1%; TGFb inhibitor: -19%; HepG2 viability: -2%; A549 viability: -2%; ATXN viability: inactive; Nrf2 inh: 0%

How did CCn1c(SCC(=O)N2CCCCC2C)nnc1-c1ccco1 (stereo not given) do in these assays?
IL-1B inflam inh: -3; ATXN2 expr inh: -17%; Nrf2 ARE act: 0.1%; MCF10A rereplic: 0%; TGFb inhibitor: 1%; HepG2 viability: -12%; A549 viability: 3%; ATXN viability: inactive; Nrf2 inh: 5%

How did NS(=O)(=O)c1ccc(CCNC(=O)CN2CCN(S(=O)(=O)c3ccccc3F)CC2)cc1 do in these assays?
IL-1B inflam inh: 14; ATXN2 expr inh: -11%; Nrf2 ARE act: 0.4%; MCF10A rereplic: -22%; TGFb inhibitor: 1%; HepG2 viability: -5%; A549 viability: 5%; ATXN viability: inactive; Nrf2 inh: -11%
